N370S GC mod = inhibitors or activators of N370S glucocerebrosidase for Gaucher disease; P04062; N370S GC spleen homogenate, 4MU-glucoside fluorescence; Potency, µM (top dose mostly 59.4 µM), without a hit: at the highest dose activity change, negative = inhibition, usual class: inhibitors; 330,000 compounds, 0.092% hits;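 also: 0% = full enzyme activity and -100% = no enzyme basal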
FEN1 inh = blocks human flap endonuclease 1; P39748; Recombinant FEN1 flap cleavage, fluorescence, 15 min; Potency, µM (doses to about 114 µM), for inactives: at the highest dose activity change, negative = inhibition, hits mostly inhibitors; 390,000 compounds, 0.35% hits; also: nearly all actives have a fitted effect of over 65% in size
Target sequence (P39748 whole entry, looked up): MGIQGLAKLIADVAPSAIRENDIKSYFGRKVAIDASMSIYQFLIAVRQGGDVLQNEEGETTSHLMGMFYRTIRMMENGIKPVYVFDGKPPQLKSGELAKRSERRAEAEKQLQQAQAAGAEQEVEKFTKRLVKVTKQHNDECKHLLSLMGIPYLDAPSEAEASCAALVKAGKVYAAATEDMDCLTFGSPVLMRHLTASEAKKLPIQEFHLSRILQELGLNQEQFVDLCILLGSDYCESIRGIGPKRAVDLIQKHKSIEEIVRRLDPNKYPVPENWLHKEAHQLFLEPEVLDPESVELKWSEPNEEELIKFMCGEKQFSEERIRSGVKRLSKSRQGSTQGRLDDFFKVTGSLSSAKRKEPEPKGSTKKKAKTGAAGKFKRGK
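Reaction started by adding substrate (50 nM final) to 10 nM enzyme after 15 min room-temperature compound preincubation. Reads at 0 and 15 min, with data normalized and fitted to a four-parameter Hill equation.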
GCN5L2 inh = inhibitors of human GCN5L2 histone acetyltransferase. Q92830. GCN5L2 HAT assay, ThioGlo1 CoA-SH fluorescence. Potency, µM (doses to about 58.9 µM), for the others: top-dose activity change, negative = inhibition, actives largely listed as inhibitors. 390,000 compounds, 0.21% hits. AID 504327
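Compounds, pin-transferred from DMSO stocks, meet 20nM GCN5L2 for 15 min before the reaction begins with H3(1-25) peptide (75uM) and acetyl-CoA (70uM). Thiol-reactive ThioGlo1 reports CoA release over 20 min at room temperature.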
Starred values were filed as active, the others as inactive; ? = inconclusive; . = no result given; & = joins results of further samples; [ ] = dose if it differs, or a comment. Calls follow the shape of the dose curve; as a rule, active = well fitted curve in the direction sought with a large enough effect; inconclusive = small, poorly fitted or top-dose-only effect, or another doubt; inactive = no such curve, though single readings can be large; an effect the other way counts as inactive or inconclusive. Unless noted, % is scaled to controls: 0 for no effect and ±100 for the full control effect; potency is read from the fitted curve at half-maximal effect. An excerpt (hit frequency here may not be typical).

Every second line gives: N370S GC mod, FEN1 inh, GCN5L2 inh
> COc1ccc(N=C2SC(C(=O)Nc3ccc4c(c3)OCO4)CC(=O)N2C)cc1 (stereo unspecified)
 : 17%, 12%&2%, -3%
> COc1ccc(-c2noc(-c3cc(C)cc(C)c3)n2)cc1OC
 : -2%, -1%, -3%
> O=C(CCN1C(=O)C2C3CCC(C3)C2C1=O)OCC(=O)c1cccc([N+](=O)[O-])c1 (stereo unspecified)
 : 1%, -1%, 4%
> Cc1ccc(C)c(NS(=O)(=O)c2ccc(NC(=O)CSc3ccc(Cl)cc3)cc2)c1
 : -7%, -7%, -5%
> COc1ccc(CC(=O)NNC(=O)c2ccco2)cc1
 : 1%, -4%, -5%
> CC(=O)Nc1ccc(SC[C@H](Cc2ccccc2)N2CCN(CC(C)C)CCC2=O)cc1
 : ?, 0%, 23%
> O=C(CNCc1ccccc1Cl)Nc1ccc2c(c1)OCCO2
 : -2%, -4%, -12%
> O=C(N1CCN(Cc2ccc3c(c2)OCO3)CC1)C12CC3CC(CC(C3)C1)C2
 : -8%, 6%, -1%
> COCCCNC(=O)c1cnc2c(-c3ccc(F)cc3)c(C)nn2c1C
 : ., 7%, -1%
> CC1C(=O)N(Cc2ccccc2F)c2ccccc2N1C(=O)c1c(F)cccc1F (stereo unspecified)
 : 5%, -25%, -6%
> COc1ccc(CN(C)C(=S)Nc2ccc(Cl)cc2Cl)cc1
 : 13%, 0%, -6%
> O=[N+]([O-])c1cccc(-c2ccc(C(=S)N3CCN(c4ccccc4)CC3)o2)c1
 : -11%, -7%, -15%
> Cc1ccc(NC(=O)C2C3CCCC2C3c2ccccc2)cc1C (stereo unspecified)
 : -2%, -7%, 2%
> O=C(CCN1CCN(c2ccccc2)CC1)Nc1ccccc1F
 : 3%, 2%, 1%
> CCOC(=O)N1CCC(N2CCN(Cc3ccccc3)C(CCO)C2)CC1 (stereo unspecified)
 : -3%, -6%, 15%
> CCCn1c(SCc2nc3sc(C)c(C)c3c(=O)[nH]2)nc2ccccc2c1=O
 : 4%, 1%, -2%
> CC(C)C[C@H](NC(=O)[C@H](CC(C)C)NC(=O)[C@H](Cc1ccccc1)NC(=O)[C@@H](N)CO)C(=O)N[C@@H](CCCNC(=N)N)C(=O)N[C@@H](CC(N)=O)C(=O)N1CCC[C@H]1C(=O)N[C@@H](CC(N)=O)C(=O)N[C@@H](CC(=O)O)C(=O)N[C@@H](CCCCN)C(=O)N[C@@H](Cc1ccc(O)cc1)C(=O)N[C@@H](CCC(=O)O)C(=O)N1CCC[C@H]1C(=O)N[C@@H](Cc1ccccc1)C(=O)O
 : -1%, ., 0%
> O=C(NCCN1CCN(c2cccc(Cl)c2)CC1)C1CCCN(S(=O)(=O)c2cnc[nH]2)C1 (stereo unspecified)
 : -8%, 5%, -17%
> CC(=O)c1cccc(NC(=O)c2ccc(S(=O)(=O)N3CCCCC3)cc2)c1
 : 12%, -10%, -3%
> CC(C)(C)c1cn(-c2ccccc2)c(=S)[nH]1
 : 3%, -5%, 1%
> Cc1ccc(CNC(=O)c2ccc3c(=O)n4c(-c5ccc(C)cc5)csc4nc3c2)cc1
 : 2%, 18%, 0%
> Brc1ccc(C2=Nn3c(nnc3-c3n[nH]c4c3CCC4)SC2)cc1
 : 14%, 2%, -6%
> C=CCOc1ccc(/C=C/C(=O)OCC(=O)NCc2cccc(OC)c2)cc1
 : ., 0%, -3%
> COc1ccc(/C(O)=C2/C(=O)C(=O)N(Cc3cccnc3)C2c2ccccn2)cc1 (stereo unspecified)
 : 2%, -1%, -6%
> CC(=O)N1CCN(c2nc3c(F)cc(F)cc3s2)CC1
 : ., 12%, 4%
> Cc1ccc(C(=O)OCC(=O)c2ccc(S(=O)(=O)N3CCCCC3)cc2)o1
 : -6%, 5%, -4%
> S=C(Nc1ccccc1Cl)N(Cc1cccnc1)Cc1ccco1
 : 8%, 3%, -8%
> CN1CCN(NC(=O)Nc2ccc(F)cc2)CC1
 : -1%, -2%, -24%
> Cc1cc(NC(=O)C23CCC(C)(C(=O)O2)C3(C)C)no1 (stereo unspecified)
 : -13%, 7%, 2%
> COc1ccccc1N1CCN(C(=O)C(=O)c2cn(CC(=O)N3CCCCCC3)c3ccccc23)CC1
 : -3%, -11%, -6%
> COc1ccc(NC(=O)c2ccc(-c3nc(CSc4ccccc4)c(C)o3)cc2)cc1OC
 : ., 3%, -7%
> COc1ccc2c(c1OC)C(=O)N1C2SC(C)(C)[C@H]1C(=O)NC1CCCC1 (stereo partly specified)
 : -2%, 2%, 32µM*
> CN(C)c1ccc(Nc2nc3ccccc3n3nnnc23)cc1
 : ., -17%, -5%
> COc1ccc(NC(=O)COC(=O)c2ccc3ccccc3n2)c(OC)c1
 : ., 1%, -5%
> COc1ccc(C2C(C(=O)OCC(=O)NC(C)(C)C)CCC(=O)N2c2ccc(C)cc2)cc1OC (stereo unspecified)
 : 4%, 11%, -4%
> O=C1c2ccc3c4c(ccc(c24)C(=O)N1CCCCO)C(=O)N(CCCCO)C3=O
 : -25%, ?, -6%
> O=C(COC(=O)c1c2c(nc3ccccc13)CCCC2)c1cccs1
 : 7%, -20%, -25%
> CC(C)(C)C1CCC(=NOC(=O)c2ccc(F)cc2)CC1 (stereo unspecified)
 : ?, -4%, -8%
> Fc1ccc(-c2nc3c(Cl)cc(C(F)(F)F)cn3c2Cl)cc1
 : 3%, 7%, 2%
> COc1ccc(/C=N/n2c(-c3ccccc3)n[nH]c2=S)cc1
 : -16%, -2%, -1%

Molecules listed so far that contain a Cl atom:
Every second line gives: N370S GC mod, FEN1 inh, GCN5L2 inh
> Cc1ccc(C)c(NS(=O)(=O)c2ccc(NC(=O)CSc3ccc(Cl)cc3)cc2)c1
 : -7%, -7%, -5%
> O=C(CNCc1ccccc1Cl)Nc1ccc2c(c1)OCCO2
 : -2%, -4%, -12%
> COc1ccc(CN(C)C(=S)Nc2ccc(Cl)cc2Cl)cc1
 : 13%, 0%, -6%
> O=C(NCCN1CCN(c2cccc(Cl)c2)CC1)C1CCCN(S(=O)(=O)c2cnc[nH]2)C1 (stereo unspecified)
 : -8%, 5%, -17%
> S=C(Nc1ccccc1Cl)N(Cc1cccnc1)Cc1ccco1
 : 8%, 3%, -8%
> Fc1ccc(-c2nc3c(Cl)cc(C(F)(F)F)cn3c2Cl)cc1
 : 3%, 7%, 2%

Further entries.
Every second line gives: N370S GC mod, FEN1 inh, GCN5L2 inh
> CCOC(=O)N1CCN(C(=O)c2cccn3c(=O)c4cc(Br)ccc4nc23)CC1
 : 2%, -5%, 3%
> Cc1cccc(CSc2nnc(CCCCCNC(=O)OC(C)(C)C)o2)c1
 : 28%, -1%, -10%
> C=CCn1c(-c2ccccc2)n[nH]c1=S
 : 11%, -3%, -3%
> CCN1CC(CN(C)Cc2nc(-c3ccc(OC)c4ccccc34)oc2C)CC1=O (stereo unspecified)
 : -4%, -6%, -3%
> CCn1c(C)nnc1SCC(=O)Nc1cccc(C(F)(F)F)c1
 : 7%, 2%, -22%
> O=Cc1cn(CCC(=O)O)nc1-c1cccc(Cl)c1
 : 15%, -2%, -2%
> COc1ccc(-c2nc(CSCC(=O)NC3CCN(Cc4ccccc4)CC3)c(C)o2)cc1OC
 : -9%, 4%, 3%
> CCN1CCN(c2ccc(S(=O)(=O)N3CCCCC3)cc2NC(=O)COc2ccc(F)cc2Cl)CC1
 : -22%, -5%, -15%
> Cc1ccc(S(=O)(=O)N2CCOCC2)cc1C(=O)NCC1CCCO1 (stereo unspecified)
 : -19%, 4%, -11%
> O=C(COC(=O)c1ccccc1Br)NCCC1=CCCCC1
 : 0%, -4%, -7%
> O=C(Nc1ccccc1F)c1ccc(CNS(=O)(=O)c2cccc(C(F)(F)F)c2)cc1
 : 1%, 5%, -1%
> CC(NC(=O)CCSCc1ccccc1F)c1ccccc1 (stereo unspecified)
 : -2%, -1%&-11%, 7%&-9%
> COC(=O)Cc1c(O)ccn(CCc2c[nH]c3ccccc23)c1=O
 : -22%, -2%, -6%
> CCCc1nn(C)c2c1C(c1ccncc1)C(C#N)=C(N)O2 (stereo unspecified)
 : -18%, 0%, 2%
> O=C(Nc1ccc(CN2CCCCC2)cc1)c1ccc(Br)o1
 : -3%, -11%, 0%
> CC(C)CC(=O)N1CCC(N2CCN(c3ccccc3)CC2)CC1
 : 5%, 5%, 3%
> CN1C(=O)c2cccc3c(S(=O)(=O)Nc4ccc(O)c(C(=O)O)c4)ccc1c23
 : -4%, -12%, -10%
> CCOc1ccc(S(=O)(=O)N(C)c2ccc(OCC(=O)NCc3ccc(C(=O)OC)cc3)cc2)cc1
 : 2%, -18%, -10%
> O=C(c1ccccc1)c1c[nH]c2cc3c(cc2c1=O)OCO3
 : 0%, ., 2%
> CC(=O)c1nc(N2C(=O)CC(Cc3ccc(C)cc3)C2=O)sc1C (stereo unspecified)
 : 0%, 4%, 33%[activator]
> CCCCc1nc(NCc2ccccc2)c(C#N)c2c1COC(C)(C)C2
 : 2%, -7%, -4%
> CN(CC(=O)O/N=C(\N)c1ccccn1)S(=O)(=O)c1cc(Cl)ccc1Cl
 : ?, 2%, -7%
> COc1cccc(CN(C)C(=O)c2cccc(S(=O)(=O)N3CCN(c4ccc(F)cc4)CC3)c2)c1OC
 : -11%, -10%, -7%
> COC(=O)C1=C[C@@H](C(=O)OC)[C@@H]2C3=C(C(=O)[C@@]2(C)NC(=O)c2ccccc2)[C@H](c2ccccc2)[C@@H]2C(=O)NC(=O)[C@@H]2[C@@H]3C1
 : -2%, -4%&13%, .
> COc1ccc(-c2n[nH]c(C)c2-c2ccc(Cl)cc2)c(O)c1OC
 : 16%, 9%, -8%
> O=S1(=O)CCN(Cc2ccc(F)cc2)CC1
 : -9%, -11%, -4%
> CCS(=O)(=O)N1CCC(C(=O)O)CC1
 : 0%, 13%, 20%
> CSc1cccc(NC(=O)CCCOc2ccc(Cl)cc2Cl)c1
 : 0%, -3%, -8%
> Cc1ccc(CNC(=O)c2cnc(-c3ccccn3)nc2C(F)(F)F)cc1
 : 7%, -6%, 0%
> CC(C)(C)c1cc[n+](/C(C(=S)NC2CC2)=C(/[O-])c2ccc(Cl)s2)cc1
 : 3%, -2%, -3%
> COc1ccc(S(=O)(=O)N2CC(O)CC2C(=O)Nc2cccnc2)cc1 (stereo unspecified)
 : 1%, 2%, 0%
> COCCN(C(=O)c1cc(Cl)nc2ccccc12)c1c(N)n(Cc2ccccc2)c(=O)[nH]c1=O
 : ., 19%, 2%
> Cc1ccc(C)c(N2CCN(C(=O)CCCCn3c(=O)[nH]c4ccccc4c3=O)CC2)c1
 : 13%, -3%, -8%
> CC1CN(S(=O)(=O)c2cccc(-c3cn4cccnc4n3)c2)CC(C)O1 (stereo unspecified)
 : ?, ., -16%
> Cc1ccc(NC(=O)Cn2nnc(-c3ccccc3NC(=O)c3cccs3)n2)cc1
 : 6%, -3%, -3%
> COc1ccc(N2CCN(CCNC(=O)C3CC(=O)N(C4CCCC4)C3)CC2)cc1 (stereo unspecified)
 : -2%, 1%, 0%
> O=C(CCN1C(=O)S/C(=C/c2ccc(F)cc2)C1=O)Nc1ccc(O)c(C(=O)O)c1
 : -7%, -2%, -22%
> CCCCN(CC)c1nc(-c2ccccc2F)nc2ccccc12
 : ., -23%, -6%
> CCOC(=O)C(NCCOC)(NC(C)=O)C(F)(F)F (stereo unspecified)
 : 3%, 0%, -4%
> N#CNC1=NCN(CCc2ccccc2)CN1
 : 12%, -6%, -3%
> CCOc1cccc(N)c1
 : 12%, -8%, -10%
> CCOC(=O)c1c(C)nc2sc(C(=O)Nc3ccccc3)c(N)c2c1-c1ccc(OC)cc1
 : 5%, -2%, -3%
> N#C/C(C(=O)N1CCOCC1)=c1\s/c(=C/c2ccncc2)c(=O)n1-c1ccccc1
 : 10%, ., 1%
> CCOC(=O)c1sc2nc3c(cc2c1N)COC(C(C)C)C3 (stereo unspecified)
 : 22%, -5%, -2%
> COc1ccccc1CC(NC(C)=O)C(=O)NC1CCN(C(=O)Nc2ccccc2Cl)CC1 (stereo unspecified)
 : -4%, -5%, 1%
> CCN(CC(=O)NC(C)(C)C)C(=O)CN1c2cccc3cccc(c23)S1(=O)=O
 : 1%, -2%, 0%
> O=S(=O)(NCc1ccc(Cl)cc1)c1cnc[nH]1
 : 11%, 1%, -1%
> COc1ccc(OCCSc2nnc(CCNC(=O)c3ccc(Cl)c(Cl)c3)n2C)cc1
 : 11%, 3%, -7%
> Cc1[nH]c2ccc(C(=O)N3CCC(C(N)=O)CC3)cc2c1C
 : ., -6%, -1%
> COc1ccc(C(=O)NCC(=O)NCc2cc(=O)n(C)c(=O)n2C)cc1
 : -10%, 19%, 10%
> Cn1c(=O)c(-c2cc(F)cc(F)c2)nc2cnc(N3CCOCC3)nc21
 : -7%, ., -2%
> CC(C)(C)NC(=O)C(c1ccc(O)cc1)N(Cc1ccco1)C(=O)CCC(=O)Nc1ccccn1 (stereo unspecified)
 : -7%, -4%, -5%

Part of the list above in another layout:
SMILES	N370S GC mod	FEN1 inh	GCN5L2 inh
CCOc1cccc(N)c1	12%	-8%	-10%
O=S(=O)(NCc1ccc(Cl)cc1)c1cnc[nH]1	11%	1%	-1%
CCOC(=O)c1c(C)nc2sc(C(=O)Nc3ccccc3)c(N)c2c1-c1ccc(OC)cc1	5%	-2%	-3%

Compound activity (PubChem BioAssay)
